TGFb SMAD3 inh: qHTS for Inhibitors of TGF-b. Potency, µM (highest dose often 46.1 µM), for inactives: at the highest dose activity, negative = inhibition, most hits filed as inhibitors. HepG2 CAGA-GFP TGF-b/SMAD3 reporter, GFP fluorescence, 18 h; TGF-beta stimulated, 500 pg/mL final. AID 588855, 2011. 1.2% of 410,000 active; further: potency means the concentration at half of the fitted maximal effect; on the % scale 0 is the no-effect control and ±100 the full control effect; nearly all actives have a fitted effect of over 65% in size
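Read-out: total well GFP (ex488/em500-530) summed from mean per-cell fluorescence. Cells: HEPG2 CAGA-GFP, 1% FBS DMEM, 18 h at 37 degrees C with 500 pg/mL final TGF-beta. Unstimulated wells served as the full-inhibition control; stimulated DMSO wells = 0%.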
EPAC2 agonist: qHTS for Agonist of cAMP-regulated guanine nucleotide exchange factor 4 (EPAC2): primary screen. Rap guanine nucleotide exchange factor 4 (Homo sapiens), Q8WZA2. EPAC2 activation, biochemical qHTS; response scale: 100% = 6.5 mM cAMP response. Potency, µM (highest dose often 154 µM), inactives show at the highest dose activation, actives largely listed as activators. 0.079% of 360,000 active; further: potency means the concentration at half of the fitted maximal effect; nearly all actives have a fitted effect of over 50% in size
Target sequence (Q8WZA2 whole entry, looked up): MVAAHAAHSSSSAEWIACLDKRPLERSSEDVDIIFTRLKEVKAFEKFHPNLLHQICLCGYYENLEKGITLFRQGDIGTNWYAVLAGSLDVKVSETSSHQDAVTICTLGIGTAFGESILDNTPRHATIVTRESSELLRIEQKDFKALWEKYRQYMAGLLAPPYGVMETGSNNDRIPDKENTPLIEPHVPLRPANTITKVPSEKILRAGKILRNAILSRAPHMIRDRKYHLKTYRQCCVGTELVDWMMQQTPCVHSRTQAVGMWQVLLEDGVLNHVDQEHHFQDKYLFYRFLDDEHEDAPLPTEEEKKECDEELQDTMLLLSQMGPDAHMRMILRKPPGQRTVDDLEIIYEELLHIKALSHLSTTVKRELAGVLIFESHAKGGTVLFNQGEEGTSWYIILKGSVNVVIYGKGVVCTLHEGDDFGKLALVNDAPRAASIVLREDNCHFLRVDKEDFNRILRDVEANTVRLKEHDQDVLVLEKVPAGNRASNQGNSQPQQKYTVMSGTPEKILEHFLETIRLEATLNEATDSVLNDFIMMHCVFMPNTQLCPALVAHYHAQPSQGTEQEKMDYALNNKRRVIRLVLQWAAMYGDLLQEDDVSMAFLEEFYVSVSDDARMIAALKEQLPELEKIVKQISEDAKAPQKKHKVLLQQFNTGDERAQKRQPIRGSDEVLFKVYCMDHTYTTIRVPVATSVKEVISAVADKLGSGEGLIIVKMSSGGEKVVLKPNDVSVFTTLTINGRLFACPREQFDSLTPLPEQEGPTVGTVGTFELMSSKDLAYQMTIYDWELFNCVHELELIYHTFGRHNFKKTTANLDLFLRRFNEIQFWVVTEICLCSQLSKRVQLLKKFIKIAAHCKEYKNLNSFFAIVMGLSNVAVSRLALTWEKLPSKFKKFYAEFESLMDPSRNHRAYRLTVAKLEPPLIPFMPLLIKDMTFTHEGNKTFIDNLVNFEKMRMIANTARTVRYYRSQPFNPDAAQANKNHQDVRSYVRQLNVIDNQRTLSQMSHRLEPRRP
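Setup: EPAC2 100 nM, labeled Rap1B complex 250 nM, free GDP 50 uM. Compound titrations pinned in, brief spin, 5 min room temperature incubation. Kinetic fluorescence read over 30 min, normalized to 6.5 mM cAMP.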
Nrf2 activator: qHTS of Nrf2 Activators; AREc32 ARE-luciferase reporter (MCF7-derived line), luminescence, 24 h; Potency, µM (highest dose often 46.1 µM), inactives show at the highest dose activation, hits mostly activators; 0.31% of 410,000 active; further: potency means the concentration at half of the fitted maximal effect; % of control where 0% means no effect; nearly all actives have a fitted effect of over 65% in size
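Nrf2 activation is followed as ARE-luciferase induction in the AREc32 line after one day of compound treatment; luminescence is read with Steady-Glo.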
pAkt inh: HTS Assay for Inhibitors of Akt Phophorylation: Primary Screen | Neuro2A IGF-stimulated pAkt S473 HTRF, 20 min; hits give low values | activity change, % for hits at 50 µM | 0.32% of 360,000 active | AID 651550, 2012; in the data active means activity change below about -80%; inconclusive means mostly about -51% to -80%; further: on the % scale 0 is the no-effect control and ±100 the full control effect
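Single-point screen (50 µM final compound) in Neuro2A cells stimulated 20 min with 6 nM IGF at 37 deg C. After lysis, Ser473-phosphorylated Akt read by HTRF (ex 330 nm, em 615/665 nm) as the 665/615 ratio.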
Nrf2 inh: Nrf2 qHTS screen for inhibitors | A549 ARE-Fluc reporter, luciferase luminescence, 18-24 h | Potency, µM (series often up to 46 µM), for inactives: at the top dose activity change, negative = inhibition, usual class: inhibitors | 2.1% of 360,000 active | AID 504444, 2011; further: potency means the concentration at half of the fitted maximal effect; on the % scale 0 is the no-effect control and ±100 the full control effect; nearly all actives have a fitted effect of over 60% in size
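Concentration-response testing used A549 ARE_Fluc cells at 5000 cells/well. Following an 18-24 h compound incubation, viability was read by fluorescence (Ex 405/Em 525) and luciferase output by luminescence.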
A549 viability: Nrf2 qHTS screen for inhibitors: counterscreen for cytotoxicity; A549 ARE-Fluc cells, CellTiter-Fluor viability, 18-24 h; Potency, µM (series often up to 46 µM), for the others: at the highest dose activity change, negative = cytotoxicity, usual class: inhibitors; 0.16% of 390,000 active; further: potency means the concentration at half of the fitted maximal effect; on the % scale 0 is the no-effect control and ±100 the full control effect
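A549 ARE-Fluc cells in 5% FBS OPTI-MEM, 5000 cells/well, rested 2 h then exposed to compounds in concentration-response for 18-24 h at 37 °C. Viability by CellTiter-Fluor fluorescence (Ex 405/Em 525) after 30 min; luciferase luminescence (BugLite, 15 min, RT) read afterwards.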
MmCpn inh: Inhibitors of TCP-1 ring complex (TRiC) of Methanococcus maripaludis (MmCpn): qHTS; 0.031% of 330,000 active; AID 504842, 2011; Potency, µM (highest dose often 76.9 µM), for inactives: at the highest dose activity, negative = inhibition, actives largely listed as inhibitors; purified Mm-Cpn ATPase, ADP Transcreener TR-FRET; further: potency means the concentration at half of the fitted maximal effect; on the % scale 0 is the no-effect control and ±100 the full control effect; nearly all actives have a fitted effect of over 80% in size
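Reaction buffer contained 30 mM Tris pH 7.4, 100 mM KCl, 5 mM MgCl2 and 1 mM DTT. Mm-CPN (25 nM final) hydrolysed 10 uM ATP over 30 min at 37°C; ADP was read by HTRF.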
CCT chaperon mod: High-Throughput Screening for Modulators of Cytosolic Chaperonin Activity. activity change, % (concentration not given with the values), hits read low. AID 651819, 2012. 0.3% of 360,000 active. purified chaperonin ATPase assay, HTRF ADP detection, 30 min; in the data active means activity change below about -30%; further: on the % scale 0 is the no-effect control and ±100 the full control effect
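TRiC at 40 or 20 nM final (batch-dependent) in 30 mM Tris pH 7.4, 100 mM KCl, 5 mM MgCl2, 1 mM DTT, with compound at single 76 uM and 10 uM ATP, 30 min at 37 deg C. ADP detected by HTRF Transcreener, 665/615 ratio.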
EPAC2 antag: qHTS for Antagonist of cAMP-regulated guanine nucleotide exchange factor 2 (EPAC2): primary screen; Rap guanine nucleotide exchange factor 4 (Homo sapiens), Q8WZA2; EPAC2 GEF exchange of Rap1B-BODIPY-GDP, fluorescence; Potency, µM (titrated, usually from 114 µM), for the others: at the top dose activity, negative = inhibition, most hits filed as inhibitors; 0.18% of 360,000 active; AID 720708, 2013; further: potency means the concentration at half of the fitted maximal effect; on the % scale 0 is the no-effect control and ±100 the full control effect; nearly all actives have a fitted effect of over 45% in size; many of its hits are not listed in these tables
* hit, by the source's call; i = inactive; u = inconclusive; x = no result given; [ ] = another dose, or the depositor's remark. Unless noted, the call rests on the fitted dose curve; in most records, active means well fitted curve in the direction sought with a large enough effect; inconclusive means small, poorly fitted or top-dose-only effect, or another doubt; inactive means no such curve, though single readings can be large; an effect the other way counts as inactive or inconclusive. Some of the compounds tested; rates above refer to the full screens.

SMILES | TGFb SMAD3 inh | EPAC2 agonist | Nrf2 activator | pAkt inh | Nrf2 inh | A549 viability | MmCpn inh | CCT chaperon mod | EPAC2 antag
COc1ccc2c(CC(=O)OCC(=O)N(C)c3c(N)n(Cc4ccccc4)c(=O)[nH]c3=O)coc2c1 | -7% | -9% | 0.7% | i | 8% | 4% | x | 0.2 | -6%
CCCCn1nnc(NC(=O)c2ccc(-c3cccc(Cl)c3)o2)n1 | -4% | 24% | 2.5% | i | u | -8% | -2% | -4.9 | -8%
Cc1cc(=O)oc2c(CN3CCC(C)CC3)c(O)c(Cl)cc12 | -6% | -7% | -0.2% | i | -16% | 23% | -14% | -2.2 | -4%
CCOC(=O)CSc1nc(N)c(C#N)c(CC(C)C)c1C#N | -12% | -14% | 0.5% | i | 0% | 15% | -5% | 0.4 | 2%
O=C1c2cccc3c(N4CCCCC4)ccc(c23)C(=O)N1c1ccc(O)cc1 | 75%[activator] | 89µM* | 2.2% | i | -19% | -8% | -2% | 1.0 | 101%[activator]
CN1C(=O)/C(=C/c2ccccc2OCc2cccc(F)c2)N(C)C1=S | u | 4% | u | i | -7% | -11% | 3% | -0.7 | 8%
O=C(O)c1ccc(Cl)c(S(=O)(=O)Nc2ccccc2C(=O)Nc2ccc(Cl)cc2)c1 | -6% | 8% | 5.0% | i | u | -6% | 0% | -2.1 | u
O=C(O)/C=C/C(=O)N(CC1CCCO1)C1CC(=O)N(c2c(Cl)cccc2Cl)C1=O (stereo not drawn) | -23% | -4% | u | i | -10% | 0% | 0% | -0.1 | 11%
O=C(NC1CCCCC1)C(c1ccc(F)cc1)N(Cc1cccs1)C(=O)CN1C(=O)c2ccccc2S1(=O)=O (stereo not drawn) | -25% | -16% | -0.2% | i | -18% | -3% | -2% | -1.6 | -4%
O=C(OCCN1CCOCC1)C1(c2ccccc2)CCCCC1 | -18% | 2% | 0.3% | i | -13% | -2% | x | 0.3 | -7%

Reprinted from the part before: four entries, then new ones.
SMILES | TGFb SMAD3 inh | EPAC2 agonist | Nrf2 activator | pAkt inh | Nrf2 inh | A549 viability | MmCpn inh | CCT chaperon mod | EPAC2 antag
O=C(O)c1ccc(Cl)c(S(=O)(=O)Nc2ccccc2C(=O)Nc2ccc(Cl)cc2)c1 | -6% | 8% | 5.0% | i | u | -6% | 0% | -2.1 | u
O=C(O)/C=C/C(=O)N(CC1CCCO1)C1CC(=O)N(c2c(Cl)cccc2Cl)C1=O (stereo not drawn) | -23% | -4% | u | i | -10% | 0% | 0% | -0.1 | 11%
O=C(NC1CCCCC1)C(c1ccc(F)cc1)N(Cc1cccs1)C(=O)CN1C(=O)c2ccccc2S1(=O)=O (stereo not drawn) | -25% | -16% | -0.2% | i | -18% | -3% | -2% | -1.6 | -4%
O=C(OCCN1CCOCC1)C1(c2ccccc2)CCCCC1 | -18% | 2% | 0.3% | i | -13% | -2% | x | 0.3 | -7%
Cc1nn(C)c(C(=O)Nc2c(C)nn(Cc3c(F)c(F)c(F)c(F)c3F)c2C)c1Br | 0% | -7% | 0.0% | i | -20% | -2% | 1% | 2.6 | -5%
CCc1nc(SCC(=O)NC2CCCC2)c2oc3ccccc3c2n1 | -1% | 1% | -0.8% | i | -13% | -7% | -2% | -0.6 | -3%
COc1ccc(CCN2C(=O)N(c3ccccc3)C(=O)C2CC(=O)Nc2ccccc2)cc1 (stereo not drawn) | -4% | x | 4.6% | x | -11% | 0% | x | x | x
C[C@@H]1CN([C@@H](C)CO)C(=O)c2cc(Br)cnc2O[C@H]1CN(C)Cc1cccc(C(=O)O)c1 | -3% | 14% | -1.5% | i | x | x | x | -1.1 | 4%
CNC(=S)NNC(=O)c1oc2nc(-c3ccccc3)cc(C)c2c1N | u | 5% | 4.1% | i | 8% | 1% | -1% | -0.2 | 28%
O=C(O)c1cccc(COc2ccc(CO)cc2Cl)c1 | -11% | 0% | -2.4% | i | u | -5% | 1% | 0.6 | 9%
N#CC(c1nc2ccccc2nc1N1CCCC1)S(=O)(=O)c1cccs1 (stereo not drawn) | -10% | 2% | -0.2% | i | 2% | x | -2% | -0.1 | -2%
Cc1ccccc1C(NC(N)=O)c1ccccc1 (stereo not drawn) | -4% | 6% | 1.4% | i | 19% | 1% | 0% | -1.8 | 11%
COc1ccc(CNc2oc(COc3ccccc3Cl)nc2C#N)cc1 | 0% | 19% | 0.0% | i | -16% | 4% | -2% | -0.1 | -2%
COc1ccc(CC(=O)Nc2cc(S(=O)(=O)N3CCOCC3)ccc2N2CCCC2)c(OC)c1 | 1% | 15% | -0.5% | i | 15% | 4% | x | -2.4 | 9%
CCCOc1cc(N)ccc1C(=O)OCCN(CC)CC | -1% | 2% | 0.1% | i | 5% | -4% | 3% | -2.0 | 5%
O=C1CSC(c2ccc([N+](=O)[O-])cc2)N1C1CCCCC1 (stereo not drawn) | 13% | 0% | 0.0% | i | 14% | 1% | 1% | -1.8 | 2%
COc1ccc(CN2C(=O)C(CC(=O)NCC3CCCCC3)CC(C(=O)N(C)C)=C2C)cc1 (stereo not drawn) | -1% | -4% | -1.0% | i | x | x | x | 0.1 | -2%
Cc1cn([C@H](C(=O)NCCCCCCCCCCC(=O)N2CCN(C(=O)OC(C)(C)C)CC2)[C@@H](C)O)nn1 | -25% | -2% | -1.0% | i | -21% | 9% | 1% | -0.2 | 0%
C=Cc1cnc([N+](=O)[O-])n1C | u | 2% | 12% | i | x | x | x | 1.2 | 7%
FC(F)(F)c1nnc2ccc(NCc3ccccc3)nn12 | 4% | 3% | -0.2% | i | -24% | 3% | -1% | 2.4 | -6%
CC(C)OCCCNC(=O)C(=O)N/N=C/c1ccc(OCc2ccccc2)cc1 | -9% | 3% | 0.2% | i | -2% | 0% | 1% | -1.2 | 4%
Cc1ccsc1/C=C1/NC(=O)N(Cc2ccc(F)cc2)C1=O | -2% | 19% | 0.5% | i | 4% | 5% | -1% | -2.8 | 9%
CCOc1ccccc1C1C(C(N)=O)=C(C)Nc2nc(-c3cccc(C)c3)nn21 (stereo not drawn) | 5% | 5% | 2.0% | i | -18% | -9% | 1% | -2.6 | -4%
Cc1ccc(NC(=O)CSc2nnc(-c3ccccc3C)o2)cc1C | -1% | -1% | 3.3% | i | 15% | 5% | 0% | -2.6 | -4%
COc1ccc(CC(CC(=O)O)C(=O)Nc2ccc(Cl)c(Cl)c2)cc1 (stereo not drawn) | 2% | 16% | -0.2% | i | u | -23% | 1% | 1.0 | 17%
CCCn1c(SCC(=O)N2CCCc3ccccc32)nnc1-c1ccccn1 | -1% | -5% | -0.5% | i | 11% | 1% | 1% | 2.0 | 4%
CCOc1ccccc1NC(=O)C(NCCc1ccc(OC)cc1)c1ccccc1 (stereo not drawn) | -18% | 14% | 4.4% | i | -2% | 14% | -3% | -2.1 | -9%
CCOC(=O)CSc1nnc(C)n1N | 2% | 5% | 0.0% | i | x | 17% | -21% | -5.0 | -8%
O=C(Nc1ncccc1Cl)C(Sc1ccccc1)c1ccccc1 (stereo not drawn) | 8% | 16% | -0.1% | i | -7% | 0% | 2% | -0.9 | -1%
C/C(=N/OCO/N=C(\C)c1ccccc1F)c1ccccc1F | 0% | 4% | 0.1% | i | 0% | 1% | 2% | 0.1 | 5%
O=S(=O)(c1ccc2c(c1)OCCCO2)N1CCNCC1 | -4% | 2% | -0.3% | i | 6% | 2% | 1% | -3.5 | 5%
O=C1NC(c2ccccc2Cl)Nc2ccccc21 (stereo not drawn) | 3% | 0% | 0.0% | -111%* | -26% | -3% | 1% | -0.2 | 3%
Cc1cccc(NC(=O)C2CC(=O)N(c3ccc4c(c3)OCCO4)C2)n1 (stereo not drawn) | -10% | 10% | 0.6% | i | 0% | -1% | 0% | -1.5 | 18%
Cc1nc2c(C(F)(F)F)cccc2c2c1CCS2 | 0% | 4% | 0.5% | i | -7% | u | 2% | 2.1 | -15%
COc1ccc(NC(=O)Nc2cccc3c2O[C@H](CN(C)S(=O)(=O)c2cccs2)[C@@H](C)CN([C@H](C)CO)C3=O)cc1 | -11% | 10% | 3.4% | i | -8% | 3% | -12% | -3.0 | 2%
CCCCn1c(=N)n(CCCOc2ccc(F)cc2)c2ccccc21 | 16µM* | x | 4.9% | x | -11% | -1% | x | x | x
Cc1ccc(-n2ncc(C(=O)NC3CCCC3)c2C2CCN(C(=O)OC(C)(C)C)CC2)c(C)c1 | -19% | x | 3.8% | x | u | 4% | x | x | x
CCOC(=O)c1c[nH]c2c([N+](=O)[O-])cc(OC)cc2c1=O | -9% | 4% | u | i | -2% | -16% | x | 0.1 | 1%
COC(=O)Cc1c(C)c2c(OCc3nn[nH]n3)cc(C)cc2oc1=O | -3% | -2% | 0.1% | i | 2% | 1% | -3% | 0.6 | 13%
CCOC(=O)c1cc(CC)sc1N1C(=O)CC(Sc2ccccc2C(=O)O)C1=O (stereo not drawn) | 9% | -3% | 9.5% | i | 10% | 1% | -2% | 1.8 | -2%
CCCN(Cc1nnc(-c2ccccc2Cl)o1)C(=O)c1cc([N+](=O)[O-])cc([N+](=O)[O-])c1 | -7% | 12% | 11% | i | 7% | 0% | 0% | -0.7 | 1%
CC1CN(CC(O)COC2CCC(C(C)(C)C)CC2)CC(C)O1 (stereo not drawn) | 1% | -5% | -0.7% | i | -5% | -3% | -4% | 2.0 | -5%

Screening results as filed in PubChem.
